# CaV13 ICDI inh – Primary screen for inhibitors of IQ motif and Ca2+-dependent inactivation inhibitor domain binding in CACNA1D, Förster resonance energy transfer in living cells, … | HEK cells, CFP/YFP FRET ICDI-IQ, plate reader, 10 min; percent FRET-ratio fall versus neutral wells | inhibition, % at 12.3 µM | 340,000 tested, 0.098% active;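 active = mean replicate inhibition of at least 30% and at least 1% of replicates passing that level; inconclusive = only one of the two criteria is met; inactive = neither criterion is met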;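 also: 0% = median of the neutral control wells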
# HTR2A ag – agonists of mouse serotonin 5-HT2A receptor (HTR2A) | P35363 | CHO-K1 mHTR2A beta-arrestin complementation, luminescence; percent of 30 µM serotonin response | activation, % at 7.6 µM | 360,000 tested, 0.66% active | AID 624169;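 active = activation above a run cutoff, the mean activation of all tested compounds plus 3 SD, cut at about 14% in these data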;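 also: 0% = plate median of compound wells and 100% = 30 µM serotonin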
# Target sequence (P35363 whole entry, looked up): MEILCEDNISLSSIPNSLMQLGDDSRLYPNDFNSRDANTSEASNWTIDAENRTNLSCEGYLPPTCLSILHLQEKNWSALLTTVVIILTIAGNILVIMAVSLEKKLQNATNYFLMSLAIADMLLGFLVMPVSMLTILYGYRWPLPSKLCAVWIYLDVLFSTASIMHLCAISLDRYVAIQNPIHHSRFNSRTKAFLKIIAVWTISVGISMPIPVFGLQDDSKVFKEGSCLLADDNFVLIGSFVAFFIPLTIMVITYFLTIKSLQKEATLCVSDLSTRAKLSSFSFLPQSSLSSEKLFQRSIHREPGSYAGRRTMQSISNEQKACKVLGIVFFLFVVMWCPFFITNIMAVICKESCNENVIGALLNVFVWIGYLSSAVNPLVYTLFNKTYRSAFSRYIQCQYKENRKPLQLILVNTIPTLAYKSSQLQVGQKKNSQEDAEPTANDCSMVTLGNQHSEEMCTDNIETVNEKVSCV
# aDG glyco act – alpha-DG glycosylation activation. Pro5-aDG cells, alpha-DG glycosylation AlphaScreen (IIH6); 0% Pro5, 100% B10-LARGE cell signal. activation, % at 10 µM. 360,000 tested, 0.22% active. AID 624168;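 active = activation of at least 8% versus controls, or a plate z-score of at least 8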;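 also: Pro5 are CHO cells carrying HIG-tagged alpha-DG that lacks glycosylation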
# PDI inh – inhibitors of human protein disulfide isomerase; AID 588391; 350,000 tested, 0.052% active; inhibition, % at 10 µM; P07237; PDI insulin aggregation turbidity, A650, 90 min;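 active = mean inhibition across replicates of 30% or more, whatever share of single replicates reach that level; inconclusive = mean inhibition below 30% while every single replicate reaches 30%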;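 also: absorbance from insulin aggregation driven by PDI reduction with DTT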
# Target sequence (P07237 whole entry, looked up): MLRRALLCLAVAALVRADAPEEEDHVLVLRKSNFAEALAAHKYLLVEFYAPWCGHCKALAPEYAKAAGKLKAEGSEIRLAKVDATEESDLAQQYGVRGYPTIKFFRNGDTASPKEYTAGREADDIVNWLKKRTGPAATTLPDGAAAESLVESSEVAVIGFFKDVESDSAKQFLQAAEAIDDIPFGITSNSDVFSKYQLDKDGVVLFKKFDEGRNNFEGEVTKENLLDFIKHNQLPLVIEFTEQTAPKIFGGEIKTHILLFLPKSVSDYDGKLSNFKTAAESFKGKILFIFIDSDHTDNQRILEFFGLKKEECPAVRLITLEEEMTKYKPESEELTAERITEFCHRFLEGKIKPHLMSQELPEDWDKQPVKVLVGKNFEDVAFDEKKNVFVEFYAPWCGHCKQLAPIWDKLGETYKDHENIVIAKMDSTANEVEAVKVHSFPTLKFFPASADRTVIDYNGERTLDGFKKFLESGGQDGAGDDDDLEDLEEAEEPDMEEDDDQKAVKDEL
# H9c2 protect – modulators protecting cardiomyocytes from myocardial damage; H9c2 cardiomyocytes, H2O2 injury protection, ATPLite, 2 h; protection from H2O2 cell death, % at 20 µM; 360,000 tested, 0.63% active;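 active = compounds giving at least 50% protection of heart cells from peroxide-induced death in the single-dose screen, raw or plate-pattern-corrected value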;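 also: 0% = DMSO wells with peroxide and 100% = DMSO wells without peroxide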
# Granule exo inh – blocks lytic granule exocytosis; 360,000 tested, 0.66% active; TALL-104 LAMP-1 surface exposure, flow cytometry; cells stimulated with thapsigargin and PMA; AID 651702; inhibition, % at 10 µM;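 active = inhibition above about 55%, limit read from the data; inconclusive = no clear call, values can overlap the other calls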
# hiPSC survival – increases survival of single human iPS cells. 360,000 tested, 0.044% active. survival enhancement, % at 20 µM. hiPSC single-cell survival, ATPlite luminescence; 100% = ROCK inhibitor wells, 0% = DMSO; in the data active = survival enhancement above about 18%;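 also: cells exposed to compounds for 16 hours before the ATP read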
# Vif inh – blocks HIV Vif function; HEK293T cells, Vif self-association by quenched fluorescence, imaging, 24 h; inhibition, % at 7.49 µM; 340,000 tested, 0.35% active; AID 602346; in the data active = inhibition above about 50%, passing the limit was not always enough; inconclusive = no clear call, values can overlap the other calls; inactive = below about 31%; also: some results filed as inactive read as strong as hits
# ABCB6 inh 2 – blocks the human ABCB6 transporter; K562-ABCB6 porphyrin accumulation, flow cytometry, 1 h; stronger effect = lower value; fluorescence ratio to DMSO, % at 10 µM; 360,000 tested, 0.19% active;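 active = fluorescence ratio to DMSO below 75%, the collection mean minus 3 SD; inconclusive = too few cells collected in the well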;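 also: signal is porphyrin accumulated inside mitochondria; 100% equals median channel fluorescence of DMSO control wells; lower ratio means ABCB6 inhibition with less porphyrin fluorescence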
# N-glyco inh – blocks N-linked glycosylation in D54 reporter cells | reporter increase, % at 12.5 µM | 360,000 tested, 0.23% active | D54 ERlucT glycosylation luciferase reporter, 24 h; percent of 100 nM tunicamycin response | AID 588692;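 active = mean luciferase reporter signal, scaled so untreated is 0 and the glycosylation-blocking control 100, at or above a set limit in every replicate; inconclusive = mean reaches the limit but not every replicate does; inactive = mean below the limit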;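 also: luciferase carries N-glycosylation sites so blocking glycosylation raises the light; 0% = median of neutral control wells and 100% = median of 100 nM tunicamycin wells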
# Numbers without * were called inactive; ? = inconclusive; / = not tested or not shown. No enrichment for hits; any-hit rate near 3.1%.
SMILES,CaV13 ICDI inh,HTR2A ag,aDG glyco act,PDI inh,H9c2 protect,Granule exo inh,hiPSC survival,Vif inh,ABCB6 inh 2,N-glyco inh
C[C@H](CO)N1C[C@H](C)[C@H](CN(C)C(=O)Nc2ccc(F)cc2)Oc2c(NC(=O)c3ccc(-c4nccs4)cc3)cccc2C1=O,-6,9,-0.2,0,12,-4,3.1,/,97,4
COc1ccc(CCN(C)CCCC(C#N)(c2cc(OC)c(OC)c(OC)c2)C(C)C)cc1OC (configuration not stated),-5,-9,-0.3,5,-13,4,0.0,-10,93,-2
CCC(COC)NCc1cn(-c2ccc(F)cc2F)nc1-c1ccccc1C (configuration not stated),3,-3,0.0,-3,-2,1,-0.6,2,100,1
Cc1cc2n(n1)C(c1ccc(N(C)C)cc1)Nc1ccccc1-2 (configuration not stated),-4,-2,0.0,1,-10,-2,-2.6,12,92,1
CC(C)(C)C1CCc2c(sc(NC(=O)CSc3ncn[nH]3)c2C#N)C1 (configuration not stated),-5,1,2.8,3,-20,4,-0.7,-4,99,-3
CCOC(=O)c1ccc(O)c(-n2cc3c(c2-c2ccccc2)c(=O)n(C)c(=O)n3C)c1,-5,2,-0.2,/,4,-2,-1.2,-5,96,2
N#C/C(=C\c1ccc(-c2ccccc2C(=O)O)o1)c1nc2ccccc2[nH]1,-49,5,-0.1,-6,8,?,-0.5,29,106,2
CCSc1nnc(NC(=O)c2cccc(S(=O)(=O)N(C)c3ccc(C)cc3)c2)s1,-5,-3,-0.1,0,-3,-2,2.4,-4,102,-3
Cc1cccc(C)c1NC(=O)CN(C)c1ccc(C(F)(F)F)cn1,-2,0,0.5,4,1,-10,1.7,5,99,1
Cc1nc2cc(NC(=O)c3ccc(N4C(=O)CCC4=O)cc3)ccc2s1,-6,0,0.5,5,-2,-2,-0.8,-1,97,2
Oc1ccc(NCc2ccccc2OCc2ccccc2F)cc1,-4,-5,0.7,2,-19,9,-3.3,-8,98,12
COCCN(C(=O)CSc1nnc(C)n1-c1ccccc1)c1c(N)n(Cc2ccccc2)c(=O)[nH]c1=O,-4,4,-0.2,10,8,-1,-2.6,-1,99,1
C[C@H]1CN([C@@H](C)CO)C(=O)c2cc(NC(=O)C3CCCCC3)ccc2O[C@H]1CN(C)CC1CCCCC1,-4,4,0.2,3,2,7,-0.2,14,99,1
CN(C(=O)CSc1nc2ccccc2o1)C1CCS(=O)(=O)C1 (configuration not stated),-3,2,0.0,-5,-3,-2,-0.5,4,101,-1
Cc1ccc(S(=O)(=O)N2C[C@H]3[C@H]4C(=O)N(c5ccccc5)C(=O)[C@H]4CC(=O)[C@H]3[C@@H]2c2cccc3ccccc23)cc1,-5,1,-0.2,/,0,-4,-0.8,/,101,3
Cc1cccc(-c2n[nH]c(=S)n2/N=C/c2ccc(C)s2)c1,-1,-5,0.1,-23,-10,-8,-2.8,-1,119,3
COc1ccc(/C=C/C(=O)N(C)CC(=O)Nc2cccc(F)c2)cc1S(=O)(=O)N1CCCCC1,-6,-8,0.4,-1,-2,-14,1.3,-6,93,5
COc1ccc(N2Cc3ccccc3C2=O)cc1,0,-2,-0.1,-4,-17,6,-0.3,-1,96,-14
CCOC(=O)c1sc2nc(SCC#N)n(CC3CCCO3)c(=O)c2c1C (configuration not stated),-8,0,0.7,-3,-1,1,8.2,-5,104,-3
CCCN1C2CCCC1CC(NC(=O)c1ccccc1F)C2 (configuration not stated),-4,2,0.0,20,3,0,3.6,-3,94,0
Cc1cccc(OCC(=O)Nc2cc(C)ccc2O)c1,/,3,0.1,-2,12,-3,2.5,0,115,0
CCCN(CC(=O)Nc1ccc(C(N)=O)cc1)CC(=O)Nc1ccc(Cl)cc1Cl,-2,-9,0.2,-7,-2,-4,-0.8,-4,95,0
COC(=O)[C@]1(Cc2ccccc2)N[C@H](CN(C)C(=O)Nc2ccccc2)[C@@H]2C(=O)N(Cc3ccccc3)C(=O)[C@@H]21,-6,8,0.2,3,11,6,-1.2,-8,101,-4
O=C(Nc1ccc(Cl)cn1)c1cccc(F)c1,/,-1,0.7,-8,2,4,0.1,/,97,16
CN(C(=S)NC(=O)c1ccccc1Br)C1CCCCC1,-8,6,-0.4,8,0,-4,-1.0,-4,99,2
Cc1c(NC(=O)C23CC4CC(CC(C)(C4)C2)C3)c(=O)n(-c2ccccc2)n1C,-6,8,-0.1,0,-1,-5,0.1,3,87,-2
O=C(COc1ccc(Cl)cc1)NNC(=O)c1cccnc1,-3,1,-0.5,-1,-12,1,1.7,4,97,1
Cc1cc(OCC(=O)NCc2ccncc2)c2c(C)c(C)c(=O)oc2c1,-16,6,0.3,1,10,13,0.0,-6,101,1
Cn1c(/C(C#N)=C/C2CC=CCC2)nc2ccccc21 (configuration not stated),-5,1,2.4,-6,4,-1,-1.0,0,101,8
COc1ccc(OCCn2cnc(Cl)c2Cl)cc1,-5,1,0.0,0,-5,0,0.0,-1,95,-2

# Part of the list above, reformatted:
# Fields: CaV13 ICDI inh | HTR2A ag | aDG glyco act | PDI inh | H9c2 protect | Granule exo inh | hiPSC survival | Vif inh | ABCB6 inh 2 | N-glyco inh
> CCCN(CC(=O)Nc1ccc(C(N)=O)cc1)CC(=O)Nc1ccc(Cl)cc1Cl
 : -2 | -9 | 0.2 | -7 | -2 | -4 | -0.8 | -4 | 95 | 0
> COC(=O)[C@]1(Cc2ccccc2)N[C@H](CN(C)C(=O)Nc2ccccc2)[C@@H]2C(=O)N(Cc3ccccc3)C(=O)[C@@H]21
 : -6 | 8 | 0.2 | 3 | 11 | 6 | -1.2 | -8 | 101 | -4
> O=C(Nc1ccc(Cl)cn1)c1cccc(F)c1
 : / | -1 | 0.7 | -8 | 2 | 4 | 0.1 | / | 97 | 16
> CN(C(=S)NC(=O)c1ccccc1Br)C1CCCCC1
 : -8 | 6 | -0.4 | 8 | 0 | -4 | -1.0 | -4 | 99 | 2
> Cc1c(NC(=O)C23CC4CC(CC(C)(C4)C2)C3)c(=O)n(-c2ccccc2)n1C
 : -6 | 8 | -0.1 | 0 | -1 | -5 | 0.1 | 3 | 87 | -2
> O=C(COc1ccc(Cl)cc1)NNC(=O)c1cccnc1
 : -3 | 1 | -0.5 | -1 | -12 | 1 | 1.7 | 4 | 97 | 1
> Cc1cc(OCC(=O)NCc2ccncc2)c2c(C)c(C)c(=O)oc2c1
 : -16 | 6 | 0.3 | 1 | 10 | 13 | 0.0 | -6 | 101 | 1
> Cn1c(/C(C#N)=C/C2CC=CCC2)nc2ccccc21 (configuration not stated)
 : -5 | 1 | 2.4 | -6 | 4 | -1 | -1.0 | 0 | 101 | 8
> COc1ccc(OCCn2cnc(Cl)c2Cl)cc1
 : -5 | 1 | 0.0 | 0 | -5 | 0 | 0.0 | -1 | 95 | -2

# Remaining list, next part
SMILES,CaV13 ICDI inh,HTR2A ag,aDG glyco act,PDI inh,H9c2 protect,Granule exo inh,hiPSC survival,Vif inh,ABCB6 inh 2,N-glyco inh
OCc1ncc(-c2ccccc2)s1,-13,6,0.0,13,-1,-5,-0.4,3,101,1
Cc1ccc(NC(=O)COc2ccccc2C(=O)Nc2ccccc2)cc1Cl,-4,-6,0.0,-4,4,9,3.6,1,99,1
COc1ccc(CC2(CO)CCN(CC3=CC[C@H]4C[C@@H]3C4(C)C)CC2)cc1,-4,-1,0.1,4,11,0,0.2,9,98,1
Cc1ccc(C)c(C(=O)COC(=O)c2ccccc2N2C(=O)C3C4CCC(C4)C3C2=O)c1 (configuration not stated),-3,-3,0.7,3,-9,1,-0.8,-11,87,-2
CCOc1ccc(S(=O)(=O)N(C)c2ccc(OCC(=O)Nc3ccccc3F)cc2)cc1,-5,0,-0.3,6,-10,-4,-0.3,/,98,0
CCc1ccc(OCC(=O)N(C)C2CCS(=O)(=O)C2)cc1 (configuration not stated),1,-5,-0.1,0,-3,4,0.4,2,93,0
O=C(COC(=O)c1cc(-c2ccccc2Cl)nc2ccccc12)Nc1ncc(C(F)(F)F)cc1Cl,-6,8,0.1,-5,1,-1,-1.5,0,96,1
CC(/C=C/C=C/c1ccccc1)=N/NC(=O)CNc1ccccc1C,-5,3,0.4,-4,8,-3,1.1,-8,91,3
COc1ccccc1NS(=O)(=O)c1ccc(O)c(C(=O)OCc2cccc([N+](=O)[O-])c2)c1,-3,-1,0.1,-2,-2,1,0.6,/,102,1
O=C1C2C(C(=O)N1/N=C/c1cc(Br)cc([N+](=O)[O-])c1O)C1C=CC2C12CC2 (configuration not stated),/,0,-0.1,-2,-14,-1,4.4,20,98,2
CC(Oc1ccc2c3c(c(=O)oc2c1)CCC3)C(=O)NC1CCN(Cc2ccccc2)CC1 (configuration not stated),-8,-8,-0.1,1,3,-2,1.2,4,106,-3
CCOC(=O)C(=CNc1ccc(Cl)cn1)C(=O)OCC,-19,2,0.2,-7,2,1,-0.6,-13,105,1
CCCCOc1ccc(C(=O)NCC(=O)NNC(=O)C2COc3ccccc3O2)cc1 (configuration not stated),-6,0,0.1,-19,0,1,0.2,-17,97,1
N#Cc1ccccc1S(=O)(=O)N1CCN(C(=O)c2cc3c(s2)CCC3)CC1,-6,7,0.0,-4,-2,-1,-0.5,-2,98,-2
O=C(CC12CC3CC(CC(C3)C1)C2)NC(=S)NCc1ccccc1,-14,0,1.0,-1,-14,3,-0.7,-1,105,-4
Cc1ccc(-n2nnnc2SCC(=O)c2cc(C)n(CC3CCCO3)c2C)cc1 (configuration not stated),-5,-3,-0.2,3,-11,-2,2.6,-6,98,0
O=C(O)CNC(=O)c1ccc(S(=O)(=O)N2CCOCC2)cc1,-9,1,-0.2,9,-1,3,-1.1,22,90,2
COc1cccc(CNC(=O)CCn2ccc3cc(S(=O)(=O)N4CCCC4)ccc32)c1,-7,-3,-0.6,0,-1,-5,-0.5,0,98,0
Cc1ccc2oc(C(=O)N3CCCCCC3)c(C)c2c1,-8,-5,0.3,-4,-6,-4,-0.2,4,102,-3
Cc1ccccc1OCC(=O)OCC(=O)Nc1ccc(N2CCOCC2)cc1,-4,1,-0.1,6,9,-2,-0.1,0,95,1
COc1cccc(CNc2nc3cc(-c4cccc(OC)c4)sc3c(=O)n2C)c1,-7,-2,-0.5,0,-4,-4,-0.1,-7,89,-4
Clc1cccc(Cc2c(-c3cccc(Cl)c3)nc3ccc(Br)cn23)c1,-6,4,0.1,/,-3,2,10,/,97,0
CCOC(=O)CN(Cc1ccc(OC)c(OC)c1)S(=O)(=O)c1ccc(OC)cc1,-9,-2,0.4,-2,3,3,-0.9,5,99,-2
CC(=O)N1CCC(N2CCN(Cc3ccc(C)cc3)C(CCO)C2)CC1 (configuration not stated),-2,-5,0.3,-2,0,4,0.1,7,93,2
CCCN1CCC(N2CCN(c3ccc([N+](=O)[O-])cc3)CC2)CC1,-9,-2,0.2,8,6,21,-0.9,-2,103,-1

# High-throughput results (PubChem)
